Screening data: PubChem BioAssay, National Center for Advancing Translational Sciences (NCATS)
RXFP1 ag: RXFP1 (human) receptor agonism | Q9HBX9 | HEK293T-RXFP1 cAMP TR-FRET, 30 min; response scale: percent of porcine relaxin response, buffer zero | Potency, µM (titrated, usually from 57.5 µM), without a hit: at the highest dose activation, hits mostly activators | 370,000 compounds, 0.3% hits | AID 2676; note: % is set by controls: 0 for no effect and ±100 for the full control effect; nearly all actives have a fitted effect of over 60% in size; many of its hits are not listed in these tables
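Agonist response is measured as cAMP accumulation in an RXFP1-transfected HEK293T line under PDE4 inhibition. Values are scaled between buffer-only and 29 nM porcine relaxin, and EC50s come from standard Hill equation fits.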
TrxR1 substrate: is turned over as a substrate by rat TrxR1 | AID 588456 | Potency, µM (titrated, usually from 114 µM), inactives show at the top dose activity change, negative = substrate turnover | 390,000 compounds, 0.01% hits | purified TrxR1 substrate turnover, NADPH consumption readout; note: % is set by controls: 0 for no effect and ±100 for the full control effect; nearly all actives have a fitted effect of over 50% in size
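Rat TrxR1, dispensed at 90 nM, was prereduced with 400 uM NADPH (final) for 5 min at ~22 deg C, then incubated with compound 15 min before 400 uM selenite. A first-read NADPH fluorescence drop versus no-compound background flagged substrates.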
mIDH1 inhibitor: blocks human mutant IDH1 R132H enzyme; IDH1-R132H enzyme, NADPH consumption, diaphorase/resazurin fluorescence; O75874; 390,000 compounds, 0.093% hits; Potency, µM (series often up to 76.6 µM), for inactives: at the top dose activity change, negative = inhibition, most hits filed as inhibitors; note: % is set by controls: 0 for no effect and ±100 for the full control effect; nearly all actives have a fitted effect of over 65% in size
Target sequence (O75874 whole entry R132H, stated change not applied): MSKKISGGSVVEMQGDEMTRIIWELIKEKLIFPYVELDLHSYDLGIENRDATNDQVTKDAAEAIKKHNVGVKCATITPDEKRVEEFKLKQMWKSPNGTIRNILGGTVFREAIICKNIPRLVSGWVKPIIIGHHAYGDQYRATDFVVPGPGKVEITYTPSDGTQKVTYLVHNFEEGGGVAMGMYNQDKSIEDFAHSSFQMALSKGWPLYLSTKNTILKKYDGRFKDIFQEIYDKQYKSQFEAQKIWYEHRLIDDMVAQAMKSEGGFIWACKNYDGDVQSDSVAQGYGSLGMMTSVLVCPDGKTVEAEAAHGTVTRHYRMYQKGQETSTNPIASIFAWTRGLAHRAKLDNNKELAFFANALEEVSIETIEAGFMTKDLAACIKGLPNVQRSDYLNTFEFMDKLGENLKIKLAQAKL
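IDH1-R132H (0.5 ug/mL dispensed) in pH 7.5 Tris buffer was preincubated 30 min with compound, then given a substrate mix of 0.016 mM NADPH and 2 mM alpha-KG for 80 min at room temperature; remaining NADPH was read by diaphorase/resazurin fluorescence.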
Vif-APOBEC3F blk: inhibitors of Vif-A3F interaction | HeLa A3F-eYFP + Vif (tagged APOBEC3F with the HIV-1 protein that degrades it), YFP fluorescence increase | Potency, µM (titrated, usually from 46.1 µM), for inactives: at the top dose activity, negative = active | 390,000 compounds, 0.2% hits; note: % of control where 0% means no effect; nearly all actives have a fitted effect of over 65% in size
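HeLa cells stably expressing A3F-eYFP plus Vif, plated and incubated overnight at 37 deg C, then exposed to compounds overnight at 37 deg C. Blocked degradation read as raised yellow fluorescence (Ex 488/Em 500-530).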
Vif-A3G inh: Vif-A3G binding inhibition; Q9HC16; HeLa A3G-eYFP + Vif (tagged APOBEC3G with the HIV-1 protein that degrades it), YFP fluorescence, overnight; Potency, µM (doses to about 46.1 µM), for the others: top-dose activity, negative = active, usual class: inhibitors; 410,000 compounds, 0.076% hits; AID 602310;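 note: % is set by controls: 0 for no effect and ±100 for the full control effect; nearly all actives have a fitted effect of over 60% in size; hits raise eYFP signal because A3G escapes Vif-driven loss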
Target sequence (Q9HC16 whole entry, looked up): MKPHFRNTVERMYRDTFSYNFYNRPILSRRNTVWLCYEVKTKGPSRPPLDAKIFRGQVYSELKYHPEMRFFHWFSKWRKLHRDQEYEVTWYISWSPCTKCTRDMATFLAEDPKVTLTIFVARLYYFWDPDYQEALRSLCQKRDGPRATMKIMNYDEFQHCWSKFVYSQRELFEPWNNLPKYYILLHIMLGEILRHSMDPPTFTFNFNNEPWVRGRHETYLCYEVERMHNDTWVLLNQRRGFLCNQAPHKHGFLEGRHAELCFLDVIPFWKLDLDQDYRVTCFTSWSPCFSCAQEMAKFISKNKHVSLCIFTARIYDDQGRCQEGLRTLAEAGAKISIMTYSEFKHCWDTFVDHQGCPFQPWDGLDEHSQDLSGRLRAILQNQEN
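HeLa cells stably expressing Vif and C-terminally eYFP-tagged A3G, seeded overnight at 37 deg C, then exposed to compound by pintool overnight at 37 deg C. Rise in yellow fluorescence (Ex 488/Em 500-530, Acumen) marks blocked Vif-driven A3G degradation.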
USP1-UAF1 inh: blocks the human USP1/UAF1 deubiquitinase complex | 390,000 compounds, 0.23% hits | Potency, µM (highest dose often 57.1 µM), without a hit: at the top dose activity change, negative = inhibition, most hits filed as inhibitors | AID 743255 | recombinant USP1/UAF1, Ub-Rhodamine cleavage fluorescence; note: % is set by controls: 0 for no effect and ±100 for the full control effect; nearly all actives have a fitted effect of over 60% in size; inactives centre near -12
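USP1/UAF1 complex at 1 nM was preincubated with compound for 15 min at room temperature, then Ub-Rho substrate (150nM final) was added. Fluorescence (480/540 nm) was read kinetically, 6 reads every 60 seconds.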
12-LOX inh: inhibitors of human 12S-lipoxygenase ALOX12; P18054; purified 12hLO, xylenol orange hydroperoxide absorbance; Potency, µM (titrated, usually from 108 µM), without a hit: top-dose activity change, negative = inhibition, hits mostly inhibitors; 580,000 compounds, 1.1% hits; note: % is set by controls: 0 for no effect and ±100 for the full control effect
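Purified human 12hLO (150 nM final) in 25 mM Hepes, 0.01% Triton X-100, pH 7.0 was preincubated 15 min at room temperature with compound. Then 40 uM arachidonic acid was added, 30 min. Hydroperoxide was read by Fe-XO absorbance ratio 573/405 nm.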
TrxR1 inh: blocks rat thioredoxin reductase 1. recombinant rTrxR1, NADPH fluorescence consumption, selenite substrate. Potency, µM (top dose mostly 114 µM), for inactives: top-dose activity change, negative = inhibition, usual class: inhibitors. 390,000 compounds, 1% hits; note: % is set by controls: 0 for no effect and ±100 for the full control effect; nearly all actives have a fitted effect of over 65% in size
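Rat TrxR1 (90 nM in the dispensed reagent) was pre-reduced with 400 uM NADPH for 5 min at room temperature, then incubated with compound for 15 min. After 400 uM selenite was added, NADPH fluorescence (Ex 340/Em 450 nm) was followed for 8 min.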
RGS4 inhibitor: human RGS4 inhibition; P49798; Transcreener GDP fluorescence polarization, RGS4-accelerated GTP hydrolysis; Potency, µM (highest dose often 114 µM), for inactives: top-dose activity change, negative = inhibition, usual class: inhibitors; 390,000 compounds, 0.039% hits; note: % is set by controls: 0 for no effect and ±100 for the full control effect; nearly all actives have a fitted effect of over 75% in size; some results filed as inactive show a strong effect at the top dose
Target sequence (P49798 whole entry, looked up): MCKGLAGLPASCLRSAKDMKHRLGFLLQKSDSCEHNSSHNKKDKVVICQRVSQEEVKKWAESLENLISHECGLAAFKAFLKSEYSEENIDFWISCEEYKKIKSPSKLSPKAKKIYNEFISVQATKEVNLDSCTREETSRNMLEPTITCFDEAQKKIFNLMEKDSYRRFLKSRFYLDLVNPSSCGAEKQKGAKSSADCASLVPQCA
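MLSMR compounds (23 nl, pin-transferred) preincubated 10 min at room temperature with a 500nM (2x) first reagent, then RGS4 at 900nM (2x) plus Transcreener GDP mix added; fluorescence polarization (620/688 nm) read before and after 90 min at 30 °C.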
* hit, by the source's call; ? = inconclusive; . = no result given; [ ] = dose if it differs, or a comment. Calls come from the whole dose curve; as a rule, active = well fitted curve in the direction sought with a large enough effect; inconclusive = small, poorly fitted or top-dose-only effect, or another doubt; inactive = no such curve, though single readings can be large; an effect the other way counts as inactive or inconclusive. Potency is the fitted concentration of half-maximal effect. Not all compounds are listed; the hit share may differ from the screen's.

# | molecule | RXFP1 ag | TrxR1 substrate | mIDH1 inhibitor | Vif-APOBEC3F blk | Vif-A3G inh | USP1-UAF1 inh | 12-LOX inh | TrxR1 inh | RGS4 inhibitor
1 | COc1ccc(CNC(=O)COCc2cc(-c3cccs3)on2)cc1 | 4.7% | -9.5% | -13.0% | 8.1% | 3.3% | -11.2% | -15.7% | -18.9% | -8.1%
2 | Cc1noc(C)c1S(=O)(=O)N1CCC(C(=O)N2CCN(Cc3ccc4c(c3)OCO4)CC2)CC1 | -0.2% | 15.3% | 4.0% | 2.3% | -0.2% | -4.3% | ? | 42.5%[57.1 µM] | -6.3%
3 | CN(c1ccccc1)c1nc(N)c([N+](=O)[O-])c(NCCO)n1 | 0.7% | -17.9% | 3.4% | 11.7% | 2.2% | 0.1% | 91.4%[activator] | -15.9% | 18.5%
4 | CC(=O)N1CCC(c2c[nH]c3ccccc23)CC1 | 0.2% | -1.8%[57.1 µM] | 8.9% | -5.3% | 0.6% | -5.1% | 20.7% | 9.1%[57.1 µM] | -12.3%
5 | O=C(Nc1ccccn1)c1cc(-c2cccc(Cl)c2)nc2ccccc12 | -1.6% | 4.6%[57.1 µM] | -1.9% | -6.4% | -4.5% | -2.0% | ? | 8.6%[57.1 µM] | -11.6%
6 | Cc1ccc(Nc2nnc(SCC(=O)Nc3cccc(S(=O)(=O)N4CCCCC4)c3)s2)cc1 | -1.6% | -10.6% | -4.3% | 5.6% | -0.6% | 1.0% | -20.6% | 0.0% | 3.8%
7 | Oc1c(Br)cc(Br)cc1C=Nc1cccnc1 | 0.9% | -3.2%[57.1 µM] | -9.5% | -2.1% | -1.1% | -24.2% | ? | -1.8%[57.1 µM] | -0.6%
8 | O=C(NCc1ccco1)C1CCN(S(=O)(=O)c2cccc3cccnc23)CC1 | 0.5% | -0.2% | -0.5% | -9.5% | -2.2% | -1.5% | 1.4% | ? | 3.8%
9 | O=C(O)C1=C[C@H](c2ccc3c(c2)OCO3)C[C@H](OCc2ccc(CO)cc2)O1 | . | 2.9% | 23.1% | -7.4% | 1.1% | 2.4% | -22.2% | 15.4% | 28.7%
10 | COc1ccc(C(=O)Nc2cc3c4c(c2)CC(=O)N4CCC3)c(OC)c1 | 0.9% | 2.6% | 16.3% | 3.8% | -2.9% | -18.5% | . | 10.7% | -39.8%
11 | O=C(Nc1ccccc1C(=O)Nc1ccccc1)c1ccccc1Br | . | -20.5%[57.1 µM] | 1.0% | 7.5% | 3.8% | -18.8% | 69.3%[activator] | 14.9%[57.1 µM] | -19.9%
12 | Cc1cc(NC(=O)CSCC(=O)Nc2ccccc2OC(F)F)no1 | 0.6% | 3.1% | -8.2% | 4.6% | 2.8% | -14.7% | -0.4% | 19.6% | -9.2%
13 | CCOC(=O)c1sc(NS(=O)(=O)c2ccc(NC(C)=O)cc2)nc1C | 0.7% | 6.5% | -6.9% | -0.7% | 1.3% | -14.1% | -4.5% | 10.8% | -25.4%
14 | C=C(CC[C@@H](O)C(C)(C)O)[C@H]1CC[C@]2(C)[C@@H]1CCC1[C@@]3(C)CCC(=O)C(C)(C)C3CC[C@]12C (stereo not given in full) | . | 11.7%[57.1 µM] | -16.6% | 3.4% | 0.3% | -17.4% | -15.4% | 17.5%[57.1 µM] | -0.1%
15 | COc1ccc(CCNC(=O)CCCn2c(=O)c3ccccc3n(CC(=O)Nc3cc(Cl)ccc3C)c2=O)cc1OC | 5.4% | -2.3% | 2.0% | -5.6% | -0.3% | -30.3% | ? | 12.4% | -17.6%
16 | CC(CN(C)Cc1ccccc1)OC(=O)c1ccc(F)cc1 (stereo not given) | 7.1% | -5.8% | 11.4% | 2.9% | -1.1% | -5.2% | -6.2% | 0.0% | -2.3%
17 | CCOc1ccc2nc(NCCCNC(=O)c3cc(OC)c(OC)c(OC)c3)c(C#N)cc2c1 | 0.4% | 12.4%[57.1 µM] | -7.2% | 2.4% | 0.0% | -29.9% | 2.3% | 13.0%[57.1 µM] | -6.8%[56.9 µM]
18 | Cc1ccc(/C=N/n2cnc3sc4c(c3c2=O)CCCC4)o1 | 0.7% | -0.9% | 7.9% | -1.6% | -9.3% | -18.5% | 12.3% | -16.2% | 11.0%
19 | CC(C)NC(=O)Cn1c(SCC(=O)NC2CCCC2)nc2ccccc21 | 1.3% | 13.8%[0.0914 µM] | 2.9% | -0.3% | -0.4% | -22.2% | -3.4% | 11.8%[57.1 µM] | -7.7%
20 | CC(C)c1cc(C(=O)N/N=C/c2ccco2)n[nH]1 | -0.2% | -1.2% | 3.5% | -1.4% | 0.4% | -24.3% | 0.1% | 16.0% | 5.3%[11.4 µM]
21 | CCOC(=O)Cn1c(=N)n(CCOc2ccc(Br)cc2)c2ccccc21 | -1.4% | 2.1%[57.1 µM] | 9.5% | -11.7% | 0.8% | -2.2% | ? | 16.3%[57.1 µM] | -13.6%
22 | Cc1nnc(N(Cc2ccco2)C(=O)c2ccno2)s1 | 1.0% | 2.2% | 1.7% | -2.5% | -0.8% | -16.7% | 0.0% | 10.6% | -9.0%
23 | Clc1ccc(-c2cn3cccnc3n2)cc1 | 7.4% | 289.2%[activator][57.1 µM] | 2.9% | -11.9% | 0.2% | -10.3% | -1.4% | 4.0%[57.1 µM] | -0.2%
24 | COc1cc(C(=O)Oc2cc(N)n(S(=O)(=O)c3ccc(F)cc3)n2)cc(OC)c1OC | 0.6% | -9.2% | 4.2% | 1.9% | -3.0% | -10.6% | -12.7% | 6.4%[57.1 µM] | -14.6%
25 | Cc1cc(C)c(C(=O)COc2cccnc2[N+](=O)[O-])cc1C | 0.3% | -1.9% | 7.6% | -3.2% | ? | -17.7% | 298.8%[activator] | -30.1% | -37.3%
26 | Cc1ccc(NC(=O)c2noc3c2CCC3)cc1C | 1.0% | 13.0% | 10.9% | 7.0% | -1.9% | -14.8% | -0.3% | 50.1µM* | -31.2%
27 | Cn1c(CC(=O)Nc2ccccc2F)nnc1SCC(=O)NC1CCCC1 | -3.4% | -1.2%[57.1 µM] | 2.9% | -4.7% | -2.5% | -15.6% | -10.4% | 18.7%[57.1 µM] | -31.0%
28 | CCC(=O)N1CCc2cc(Br)cc(S(=O)(=O)N3CCCC(C(=O)O)C3)c21 (stereo not given) | 0.5% | 11.1% | 2.6% | -5.5% | -9.4% | -27.1% | 21.8% | 15.2% | -6.5%
29 | Cc1c(C(=O)c2ccc(Cl)c(Cl)c2)cnc2cc3c(cc12)OCO3 | 3.9% | 5.1%[57.1 µM] | 1.4% | -3.7% | 1.4% | -9.7% | -6.8% | 13.7%[57.1 µM] | -52.1%
30 | COc1cc(C(=O)NCCC(=O)NCc2c(F)cc(F)cc2F)cc(OC)c1OC | 1.6% | 4.3% | 8.9% | -5.8% | 11.5% | -16.0% | -8.2% | 3.3% | -16.7%
31 | Cc1cc(C)c(NC(=O)CSc2nc(=O)n(Cc3ccco3)c3c2CCC3)c(C)c1 | 1.5% | -4.0%[57.1 µM] | -2.8% | -18.1% | -3.6% | ? | -28.1% | -5.0%[57.1 µM] | -0.5%
32 | COC(=O)[C@@H]1C[C@]2(Br)c3ccccc3N(S(=O)(=O)c3ccccc3)[C@@H]2N1C(=O)OC | . | 2.0% | 11.2% | 2.5% | 0.4% | -23.3% | 3.3% | ? | -18.2%
33 | CCOc1ccccc1NS(=O)(=O)c1c(C(=O)OC)sc2cccc(F)c12 | -0.8% | -2.7%[57.1 µM] | -1.3% | -4.2% | -7.0% | -5.1% | -11.0% | 6.6%[57.1 µM] | 21.9%
34 | Cc1c(O)c(=O)c2ccccc2n1C | 6.4% | . | 8.2% | -1.2% | 0.3% | ? | -24.1% | ? | -18.6%
35 | Cc1ccc(S(=O)(=O)c2nnn3c2nc(NCCc2ccccc2)c2sccc23)cc1 | -0.8% | 13.4% | -5.7% | 1.5% | 1.6% | 9.6% | -21.1% | 36.1%[activator] | -8.0%
36 | CCC(C)(C)n1nnnc1C(c1ccc2ncccc2c1)N1CCN(c2ccc(O)cc2)CC1 (stereo not given) | 0.0% | 1.8% | 4.3% | 10.0% | -5.5% | -16.6% | -20.1% | 14.9% | ?
37 | CCOC(=O)CN1C(=O)C(=O)c2cc(C)ccc21 | -0.7% | -8.9%[57.1 µM] | 6.6% | -0.7% | -4.7% | -22.7% | 408.5%[activator] | 12.6%[57.1 µM] | -20.9%
38 | CNS(=O)(=O)c1cc(C(=O)OCC(=O)NC2CCCc3ccccc32)ccc1Cl (stereo not given) | 3.9% | -6.3% | 1.5% | 0.6% | -4.5% | -12.0% | -2.3% | 3.7% | -21.6%
39 | CCN(CC)C(=O)Cn1cnc2sc(C(=O)N3CCN(c4ccc(F)cc4)CC3)c(C)c2c1=O | 5.4% | -4.7% | -4.5% | ? | -11.4% | -10.0% | 15.8% | -8.3% | 2.5%
40 | COc1cccc(C(=O)Nc2c3c(nn2-c2ccc(C)cc2C)CS(=O)(=O)C3)c1OC | 2.0% | 2.2%[57.1 µM] | 4.1% | 10.3% | -9.4% | -30.5% | -9.7% | -3.0%[57.1 µM] | -8.0%
41 | CN(Cc1cccs1)C(=O)CSc1nnnn1C | -0.7% | -4.9% | -3.2% | -0.8% | 0.4% | -17.0% | 0.0% | 21.9%[57.1 µM] | 10.0%
42 | Clc1ccc(CN2CCC(Cc3ccccc3)CC2)cc1 | -1.0% | -10.4% | 0.5% | -14.1% | -5.0% | 0.3% | ? | -11.4% | 17.7%
